# Compound activity (PubChem)
# TbPYK inhibitor – T. brucei pyruvate kinase inhibition; TbPYK enzyme, Kinase-Glo Plus ATP luminescence, 45 min; Potency, µM (doses to about 76.8 µM), for inactives: at the top dose activity, negative = inhibition, hits mostly inhibitors; 410,000 tested, 0.12% active; further: potency means the concentration at half of the fitted maximal effect; nearly all actives have a fitted effect of over 50% in size
#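 In this concentration-response screen, enzyme-free wells defined baseline while DMSO plates tracked drift. Each reaction combined TbPYK, substrate, compound and 130 uM ADP for 45 min at room temperature. Kinase-Glo Plus luminescence gave the signal.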
# AMA1 RON2 block – disrupts binding of P. falciparum AMA1 to RON2. AlphaScreen AMA1-biotinylated RON2 peptide binding. Potency, µM (titrated, usually from 58.2 µM), inactives show top-dose activity change, negative = inhibition, most hits filed as inhibitors. 360,000 tested, 0.2% active. AID 720542;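 further: potency means the concentration at half of the fitted maximal effect; 0% = vehicle wells and -100% = peptide control; nearly all actives have a fitted effect of over 45% in size; some results filed as inactive show a strong effect at the top dose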
#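 AMA1 (3D7) with his tag at 25 nM final met compounds first, then biotinylated RON2 peptide at 25 nM; detection used donor plus acceptor beads, 10 µg/mL apiece, read by AlphaScreen after 30 min at room temperature.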
# AmpC detergent – blocks E. coli AmpC beta-lactamase in detergent assay; P00811; Potency, µM (titrated, usually from 114 µM), for inactives: at the top dose activity change, negative = inhibition, most hits filed as inhibitors; AmpC hydrolysis of nitrocefin, absorbance 480 nm, 0.01% Triton; 370,000 tested, 0.041% active;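 further: potency means the concentration at half of the fitted maximal effect; 0% = no-compound wells and -100% = no-enzyme wells; nearly all actives have a fitted effect of over 25% in size; some results filed as inactive show a strong effect at the top dose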
# Target sequence (P00811 whole entry, looked up): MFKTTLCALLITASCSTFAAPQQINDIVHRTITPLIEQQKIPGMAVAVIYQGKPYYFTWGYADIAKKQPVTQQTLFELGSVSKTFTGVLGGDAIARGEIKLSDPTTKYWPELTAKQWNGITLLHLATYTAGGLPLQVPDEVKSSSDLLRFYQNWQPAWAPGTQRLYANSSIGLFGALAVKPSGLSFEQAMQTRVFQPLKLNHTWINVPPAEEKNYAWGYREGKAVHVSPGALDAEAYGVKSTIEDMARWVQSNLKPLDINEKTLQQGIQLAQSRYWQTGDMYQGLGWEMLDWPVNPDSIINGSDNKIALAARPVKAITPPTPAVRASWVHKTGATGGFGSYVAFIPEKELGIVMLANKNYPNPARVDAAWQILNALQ
#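 AmpC (5.3 nM in the dispensed reagent) in 20 mM phosphate pH 7.0 with 0.01% (detergent screen) or 0.0001% Triton X-100 was preincubated with compounds for 15 min at room temperature. Nitrocefin was then added from an 800 uM solution, and hydrolysis was followed at 480 nm.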
# LmPK inh – blocks Leishmania mexicana pyruvate kinase activity; Q27686; purified LmPK, Kinase-Glo ATP luminescence, 1 h; Potency, µM (highest dose often 57.5 µM), inactives show top-dose activity change, negative = inhibition, actives largely listed as inhibitors; 290,000 tested, 0.37% active; AID 1721; further: potency means the concentration at half of the fitted maximal effect
# Target sequence (Q27686 whole entry, looked up): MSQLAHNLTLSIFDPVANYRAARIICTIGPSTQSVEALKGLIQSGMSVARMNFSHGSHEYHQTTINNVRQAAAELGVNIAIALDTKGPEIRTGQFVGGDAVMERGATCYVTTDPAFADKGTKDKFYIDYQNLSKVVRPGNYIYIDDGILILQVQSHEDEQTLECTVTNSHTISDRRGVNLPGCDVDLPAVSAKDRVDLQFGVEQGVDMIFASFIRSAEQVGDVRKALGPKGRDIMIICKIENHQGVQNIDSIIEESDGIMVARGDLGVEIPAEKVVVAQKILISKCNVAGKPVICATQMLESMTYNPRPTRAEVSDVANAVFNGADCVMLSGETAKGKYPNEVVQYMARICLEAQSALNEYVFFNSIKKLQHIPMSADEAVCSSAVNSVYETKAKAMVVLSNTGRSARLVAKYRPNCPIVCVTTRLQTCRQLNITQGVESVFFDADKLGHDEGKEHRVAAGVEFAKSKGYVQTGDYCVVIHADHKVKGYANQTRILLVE
#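 Purified LmPK (0.1 nM) converted ADP (0.1 mM) to ATP with PEP (0.5 mM) in imidazole buffer pH 7.2 with KCl and MgCl2, 1 h at room temperature. ATP was read by Kinase-Glo luminescence; data normalized to uninhibited and no-enzyme controls.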
# HCV inh – HCV inhibition. Huh7.5.1 HCVcc-Cre infection, luciferase reporter, 44 h. Potency, µM (titrated, usually from 41.8 µM), for inactives: at the highest dose activity change, negative = inhibition, actives largely listed as inhibitors. 340,000 tested, 3.4% active. AID 651820; further: potency means the concentration at half of the fitted maximal effect
#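 Whole-lifecycle infectious HCVcc-Cre system; cells 1,000/well, compound then virus (~0.5 moi) added 4 h after plating, 44 h culture. Luciferase read 15 sec following 15 min substrate incubation, room temp.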
# AmpC inh no detg – AmpC beta-lactamase inhibition without detergent. P00811. Potency, µM (series often up to 57.1 µM), inactives show top-dose activity change, negative = inhibition, hits mostly inhibitors. AmpC nitrocefin hydrolysis, absorbance 480 nm, 0.0001% Triton. 330,000 tested, 0.52% active;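 further: potency means the concentration at half of the fitted maximal effect; plate controls were no compound for no effect and no enzyme for full effect; nearly all actives have a fitted effect of over 20% in size; some results filed as inactive show a strong effect at the top dose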
#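 AmpC (5.3 nM in the dispensed reagent) in 20 mM phosphate pH 7.0 with 0.01% (detergent screen) or 0.0001% Triton X-100 was preincubated with compounds for 15 min at room temperature. Nitrocefin was then added from an 800 uM solution, and hydrolysis was followed at 480 nm.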
# HCMV inh – human cytomegalovirus inhibition. HFF cells, HCMV-luciferase reporter, 72 h; stronger effect = lower value. activity change, negative = inhibition, % at 57.5 µM. 410,000 tested, 4.5% active; in the data active means activity change below about -60%; inconclusive means no clear call, values can overlap the other calls; inactive means above about -39%
#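 Two-dose cell screen: HFF monolayers treated with compounds and infected with luciferase-expressing HCMV at 1 PFU/cell, 72 h at 37C, then lysed for luciferase measurement.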
# Starred values were filed as active, the others as inactive; ? = inconclusive; . = no result given; & = joins results of further samples; [ ] = another dose, or the depositor's remark. Unless noted, the call rests on the fitted dose curve; in most records, active means well fitted curve in the direction sought with a large enough effect; inconclusive means small, poorly fitted or top-dose-only effect, or another doubt; inactive means no such curve, though single readings can be large; an effect the other way counts as inactive or inconclusive. Unless noted, on the % scale 0 is the no-effect control and ±100 the full control effect.
SMILES,TbPYK inhibitor,AMA1 RON2 block,AmpC detergent,LmPK inh,HCV inh,AmpC inh no detg,HCMV inh
CCC(=O)Nc1nnc(CSCc2ccc(F)cc2)s1,4%,-4%,2%,-4%,?,-8%,52
COc1ccc(-c2nc3scc(CCNS(=O)(=O)c4ccc(C)cc4)n3n2)cc1,-1%,.,-1%,.,.,.,-27
O=c1[nH][nH]cc1C=Nc1ccc(Cl)cc1,-1%,24%,?,1%,7%,1%,8
Cc1ccc(S(=O)(=O)c2cc3cc(C(=O)Nc4ccc(C)cc4C)ccc3oc2=O)cc1,0%,.,2%,.,.,.,18
Cc1nc(COC(=O)c2cc(O)c3ccccc3c2O)cs1,?,-6%,-10%,-6%,4%,-33%,11
C[C@@H]1CN([C@@H](C)CO)C(=O)CCCn2nncc2CO[C@H]1CN(C)C(=O)OCc1ccccc1,-7%,-9%,.,.,.,.,-22
CN(CC(=O)Nc1ccccc1Br)C(=O)c1ccccc1OCc1ccccc1Cl,4%,6%,.,.,?,.,?
Cc1ccc(-n2nc3c(c2NC(=O)C(C)C)CS(=O)(=O)C3)c(C)c1,1%,1%,?,5%,12%,-5%,52
COc1cc(/C=C2/C(=O)NC(=O)N(c3ccc(C)cc3)C2=O)cc(OC)c1OC,?,4%,-6%,7%,7%,-46%,25
Cc1ccc(C(=O)NCCONC(=O)c2ccc(C)cc2)cc1,4%,-1%,0%,-6%,7%,0%,-19
CN(C)CCCC1(O)c2ccccc2C=Cc2ccccc21,5%,-10%,0%,5%,-6%,3%,23
C[C@H]1COC(=O)CC/C=C\C[C@H](CC(=O)N(CCO)Cc2ccccc2)C(=O)N1,1%,7%,.,.,-12%,0%,-28
CCOc1cc2c3c(c1)C1(C(=O)N3C(C)(C)C=C2C)C(C#N)=C(N)Oc2cc(O)ccc21 (stereo unspecified),0%,-2%,-11%,-3%,?,12%,24
CCc1c(C2(O)CCCCC2)[nH]c2cnccc12,-2%,4%,-5%,.,-10%,-22%,-29
CC(C)(C)NC(=O)c1ccncc1,-8%,3%,2%,7%,10%,-10%,-13
CC(C)(C)C1CCc2nc(NC(=O)Cc3ccccc3)sc2C1 (stereo unspecified),5%,.,-13%,.,.,.,56
O=S(=O)(c1cc(-c2nnc(-c3ccc(Br)cc3)o2)ccc1Br)N1CCCCCC1,-6%,31%[activator],-5%,4%,?,-18%,.
COc1ccc(N2CCN(c3nc4cc(C)ccc4cc3C=O)CC2)cc1,-4%,?,-13%,0%,11µM*,-5%,-25
Nc1ccc(-c2nc3cc([N+](=O)[O-])ccc3o2)cc1,0%,-14%,0%,-8%,-9%,-20%,-39
Cn1c(=O)nc2n(Cc3ccccc3)c3ccccc3cc-2c1=O,1%,14%,-6%,1%,-5%,2%,-10
Cc1cc(Br)ccc1OCCN1CC(C)OC(C)C1 (stereo unspecified),-3%,-25%,-2%,-1%,7%,84%[activator],-20
O=C(NCC(=O)N(c1ccccc1F)C(C(=O)NC1CCCC1)c1cccnc1)c1ccco1 (stereo unspecified),-3%,-2%,-12%,-6%,12%,0%,26
CCc1cccc(C)c1NC(=O)COC(=O)CNS(=O)(=O)/C=C/c1ccccc1,-3%,4%,-9%,-1%,13%,-10%,36
CCOc1ccc2oc(-c3ccccc3)c(C(=O)O)c2c1,0%,10%,-5%,-5%,11%,-20%,-9
COc1ccc(-c2cc(C(=O)NCCCn3ccnc3)no2)cc1OC,-1%,-3%,-2%,-2%,19%,-23%,10

# Next part
SMILES,TbPYK inhibitor,AMA1 RON2 block,AmpC detergent,LmPK inh,HCV inh,AmpC inh no detg,HCMV inh
O=C(COc1ccc2cc(-c3ccccc3)c(=O)oc2c1)NCC1CCC(C(=O)O)CC1 (stereo unspecified),1%,0%,-8%,-4%,11%,-17%,-4
NNC(=S)Nc1ccc(S(=O)(=O)N2CCOCC2)cc1,-12%,88%[activator],-6%,2%,21%,-48%,-17
Cc1nn(C)c(C)c1S(=O)(=O)N1CCCC(C(=O)N2CCN(c3ccccc3)CC2)C1 (stereo unspecified),7%,-9%,?,-5%,9%,111%[activator],?
COc1ccc(C(C(=O)NC2CCCC2)N(C(=O)c2ccco2)c2cc3c(cc2C(C)=O)OCO3)cc1OC (stereo unspecified),-1%,-9%,?,-5%,16%,26%,-19
CCN(CC)CCN1C(=O)c2cccc3cc(N)cc(c23)C1=O,3%,2%,-5%,2%,-4%,-8%,-99*
OCCN1C2=NCCCN2c2ccccc21,0%,5%,6%,1%,10%,-4%,25
Cc1noc(NC(=O)c2cccc(Cl)c2Cl)c1C#N,-3%,-3%,1%,-4%,-24%,-13%,-39
COc1ccccc1S(=O)(=O)Cc1ccc(C(=O)N2CCOCC2)o1,-19%,-6%,-12%,5%,6%,-26%,107
CC(=O)Nc1nnc(SCc2cc(=O)c3cccc(C)c3[nH]2)s1,-1%,.,22%,.,.,.,37
CC1CC(C)CN(S(=O)(=O)c2cccc3cccnc23)C1 (stereo unspecified),0%,7%,-6%,6%,-4%,-3%,-32
COc1ccc(/C=C2/C(=O)ON=C2c2ccccc2)cc1OC,?,-12%,-2%,-2%,-2%,-23%,83
COc1ccccc1NC(=S)NN=C(C)c1ccccn1,-2%,?,.,.,?,.,-102*
O=C(CCc1ccccc1)NNC(=O)c1ccccc1F,-14%,43%[activator],1%,0%,8%,-5%,41
C[C@H](NC(=O)c1nc[nH]c1C(=O)NCc1ccc(CNC(=O)OC(C)(C)C)cc1)C(=O)OC(C)(C)C,-2%,164%[activator],-12%,5%,?,116%[activator],18
CCc1nc2ccccc2c(=O)n1NC(=O)c1c(O)c2cccc3c2n(c1=O)CCC3,-4%,76%[activator],5%,-1%,-1%,.,-13
N#CC1=C(N)OC2=C(C(=O)CCC2)C1c1ccc2c(c1)OCO2 (stereo unspecified),-1%,0%,?,-3%,5%,-11%,61
C=CCn1c(-c2ccoc2C)n[nH]c1=S,0%,7%,-5%,-13%,17%,-10%,2
COc1ccc(C(=O)Nc2ccccc2C(=O)N/N=C/c2ccco2)cc1,?,26%,2%,25µM*,13%,-42%,10
COc1cccc(CNC(=O)Cc2nc3nc(C)cc(C)n3n2)c1,1%,1%,-3%,-1%,-2%,-19%,-3
O=[N+]([O-])c1ccc(N2CCN(c3ccc(Cl)nn3)CC2)cc1NC1CC1,2%,4%,.,.,?,.,-1
CCCCNC(=O)c1ccc2nc(-c3ccco3)c(-c3ccco3)nc2c1,?,-29%,-9%,3%,5%&-3%,-35%,7
O=C(CSc1ccc([N+](=O)[O-])cn1)Nc1ccccc1N1CCOCC1,-7%,0%,-11%,3%,4%,-9%,38
NC(=O)C1CCN(C(=O)CN2C(=O)c3ccccc3S2(=O)=O)CC1,-3%,5%,2%,-1%,12%,-14%,40
COc1ccc(CNC(C)C23CC4CC(CC(C4)C2)C3)c(OC)c1OC (stereo unspecified),-5%,-6%,-4%,1%,?,25%,-61*
COCCCNC(=O)COc1ccc(-c2nccc(-c3ccccn3)n2)cc1,-6%,8%,-1%,3%,?,58%,-16

# Single records, as listed above. Values in the order: TbPYK inhibitor, AMA1 RON2 block, AmpC detergent, LmPK inh, HCV inh, AmpC inh no detg, HCMV inh
# O=C(COc1ccc2cc(-c3ccccc3)c(=O)oc2c1)NCC1CCC(C(=O)O)CC1 (stereo unspecified) is listed with 1%, 0%, -8%, -4%, 11%, -17%, -4
# CCCCNC(=O)c1ccc2nc(-c3ccco3)c(-c3ccco3)nc2c1 is listed with ?, -29%, -9%, 3%, 5%&-3%, -35%, 7
# COc1ccccc1S(=O)(=O)Cc1ccc(C(=O)N2CCOCC2)o1 is listed with -19%, -6%, -12%, 5%, 6%, -26%, 107
# Cc1noc(NC(=O)c2cccc(Cl)c2Cl)c1C#N is listed with -3%, -3%, 1%, -4%, -24%, -13%, -39
# C[C@H](NC(=O)c1nc[nH]c1C(=O)NCc1ccc(CNC(=O)OC(C)(C)C)cc1)C(=O)OC(C)(C)C is listed with -2%, 164%[activator], -12%, 5%, ?, 116%[activator], 18

# Carrying on.
SMILES,TbPYK inhibitor,AMA1 RON2 block,AmpC detergent,LmPK inh,HCV inh,AmpC inh no detg,HCMV inh
S=C(NCCCc1ccccc1)Nc1ccccc1,-2%,11%,17%,-7%,-7%,-55%,-39
Cc1nc(SCC(=O)NC2CCCCC2)[nH]c(=O)c1C,0%,-7%,9%,3%,?,-12%,-38
c1cncc(CNC2CCCc3ccccc32)c1 (stereo unspecified),0%,?,-14%,-3%,27%,-7%,-13
Cc1ccc(/C=N/Nc2nc(Cl)c(Cl)cc2Cl)s1,-2%,3%,-14%,0%,-20%,-15%,220
C/C(=N\N1CCN(Cc2ccc(Cl)cc2)CC1)c1ccc(F)cc1,1%,-12%,2%,4%,?,53%,-20
COc1ccc(Cl)cc1-n1c(C)cc(C(=O)O)c1C,-7%,0%,-4%,2%,29%,-30%,-29
c1ccc(-c2csc(Nc3ccc4c(c3)OCO4)n2)cc1,-1%,?,.,.,.,.,157
COc1cc(C2=CN(Cc3ccccc3)CCC2=O)cc(OC)c1OC,-3%,-10%,.,.,-14%,10%,7

# Single values from above.
# HCV inh result of O=c1[nH][nH]cc1C=Nc1ccc(Cl)cc1 : 7%
# HCMV inh result of c1ccc(-c2csc(Nc3ccc4c(c3)OCO4)n2)cc1 : 157
# AMA1 RON2 block result of COCCCNC(=O)COc1ccc(-c2nccc(-c3ccccn3)n2)cc1 : 8%
# HCV inh result of COc1ccc(C(C(=O)NC2CCCC2)N(C(=O)c2ccco2)c2cc3c(cc2C(C)=O)OCO3)cc1OC (stereo unspecified) : 16%
# AmpC detergent result of COc1ccc(/C=C2/C(=O)ON=C2c2ccccc2)cc1OC : -2%
# TbPYK inhibitor result of CC(=O)Nc1nnc(SCc2cc(=O)c3cccc(C)c3[nH]2)s1 : -1%
